Compound activity (PubChem)
Siah-1 displacement – Siah-1 peptide-binding antagonists, primary screen, biochemical, fluorescence polarization, rhodamine-plectin, uHTS (AID 1817). Siah-1 / rhodamine-plectin peptide fluorescence polarization; higher % means a stronger effect. one-dose displacement, % at 20 µM; IC50 in µM for titrated hits. 290,000 tested, 0.02% active;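 active means displacement of at least 50% at 20 µM, with a fluorescence ratio check between 0.3 and a set limit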;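 further: plate controls were Siah plus tracer with DMSO for no effect and tracer alone without Siah for full effect; strong numbers were not always called active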
GPR55 antagonists – GPR55 antagonists blocking LPI-driven arrestin recruitment, primary screen, imaging, U2OS, beta-arrestin-GFP, LPI agonist (AID 2013); U2OS GPR55 beta-arrestin-GFP translocation imaging, LPI antagonism; higher % means a stronger effect; inhibition, % at 10 µM, or IC50 in µM where a hit was titrated; 290,000 tested, 0.13% active;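 active means spots per cell inhibited over 60%, with over 100 cells counted and total cytoplasm intensity under 500,000; inconclusive means wells with under 100 cells, flagged as likely toxic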;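 further: U2OS cells stably carrying GPR55 and arrestin-GFP stimulated by 5 µM LPI near EC80; imaged beta-arrestin-GFP aggregate spots per cell after agonist stimulation; plate controls were LPI-stimulated DMSO wells for no effect and DMSO wells without LPI for full effect; some results filed as inactive read as strong as hits; confirmed hits need IC50 under 10 µM and bright autofluorescent wells are also inconclusive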
NTR1 agonist – NTR1-driven beta-arrestin-GFP spot formation – imaging, U2OS cells, high content, primary screen (AID 493036); P30989; agonist mode; activation, % at 20 µM; 330,000 tested, 0.17% active;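 active means activation at or above 40% of the spot to cytoplasm intensity ratio, with at least 20 cells analyzed; inconclusive means wells under 20 cells, flagged as cytotoxic or low count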;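 further: 0% = DMSO without peptide and 100% = 100 nM NTR1 peptide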
Target sequence (P30989 whole entry, looked up): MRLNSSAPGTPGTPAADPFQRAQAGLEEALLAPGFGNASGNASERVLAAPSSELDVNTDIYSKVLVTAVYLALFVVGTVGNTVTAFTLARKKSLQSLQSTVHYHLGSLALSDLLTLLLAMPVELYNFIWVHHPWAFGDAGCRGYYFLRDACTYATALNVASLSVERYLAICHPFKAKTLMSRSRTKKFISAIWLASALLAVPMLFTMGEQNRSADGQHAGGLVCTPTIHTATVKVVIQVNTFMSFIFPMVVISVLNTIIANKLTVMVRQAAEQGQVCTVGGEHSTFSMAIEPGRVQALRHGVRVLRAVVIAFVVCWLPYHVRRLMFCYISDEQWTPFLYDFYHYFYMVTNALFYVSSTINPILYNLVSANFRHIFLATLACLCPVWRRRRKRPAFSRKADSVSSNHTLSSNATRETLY
Dengue-2 NS5 capping – flavivirus cap methylation enzyme inhibition – biochemical, confirmation dose response, primary screen (AID 588689); Dengue-2 NS5 methyltransferase capping enzyme assay, biochemical; higher % means a stronger effect; inhibition, % at 25 µM, or IC50 in µM where a hit was titrated; 340,000 tested, 0.3% active; in the data active means a potency from the dose series; inconclusive means inhibition above about 29% without an active follow-up result
AID2073 – inhibitors of Mint1-CaV2.2 protein interaction, biochemical, HTRF (AID 2073); inhibition, % at 20 µM; hits with a dose series show IC50 in µM; HTRF protein-protein interaction, Mint1-CaV2.2; higher % means a stronger effect; 290,000 tested, 0.19% active; in the data active means inhibition mostly above about 51%, no sharp cut-off; inconclusive means no clear call, values can overlap the other calls; inactive means mostly below about 53%; further: some results filed as inactive read as strong as hits
UTI89 phage lysis – inhibition of K1F phage lysis, E. coli UTI89, bacterial capsule biogenesis inhibitors, alamar blue (AID 488966) | E. coli UTI89 K1F phage lysis, alamar blue, 2 h; higher % means a stronger effect | 340,000 tested, 0.02% active | inhibition, % at 100 µM, or IC50 in µM where a hit was titrated;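 active means phage lysis inhibition, versus mean bacterial control, above a set limit; inconclusive means no clear call, values can overlap the other calls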;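 further: capsule biogenesis inhibitors block K1F phage lysis so surviving cells raise fluorescence; higher fluorescence means more inhibition of phage lysis; actives were called in the ten point dose series up to 300 µM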
GPR55 activation – GPR55 agonists via beta-arrestin recruitment, primary screen, imaging, U2OS cells, beta-arrestin-GFP redistribution (AID 1961). one-dose activation, % at 10 µM; EC50 in µM for titrated hits. 290,000 tested, 0.048% active. U2OS GPR55 beta-arrestin-GFP redistribution imaging; higher % means a stronger effect;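 active means activation above 40% with more than 50 cells counted in the well; inconclusive means wells holding fewer than 50 cells, flagged as toxic or sparse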;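 further: U2OS osteosarcoma cells stably expressing GPR55 and beta-arrestin-GFP; plate controls were DMSO negative control for no effect and LPI positive control for full effect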
GPR35 arrestin U2OS – GPR35 antagonists blocking zaprinast-driven arrestin recruitment, primary screen, imaging, U2OS, beta-arrestin-GFP, zaprinast agonist (AID 2058). 290,000 tested, 0.052% active. U2OS GPR35 beta-arrestin-GFP translocation imaging, zaprinast antagonism; higher % means a stronger effect. inhibition, % at 10 µM; hits with a dose series show IC50 in µM;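 active means inhibition of at least 50% with at least 30 cells and total cytoplasm GFP at most 10,000,000; inconclusive means under 30 cells or total GFP of 10,000,000 plus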
HIV fusion peptide – cell-free HIV fusion peptide-binding blockers – biochemical, uHTS, fluorescence dequenching, primary screen (AID 1986). cell-free peptide binding, fluorescence dequenching, 30 min; higher % means a stronger effect. inhibition, % at 20 µM, or IC50 in µM where a hit was titrated. 290,000 tested, 0.3% active; in the data active means inhibition mostly above about 52%, no sharp cut-off; inactive means mostly below about 76%; further: some results filed as inactive read as strong as hits
NTR1 agonist cell count 20 µM – recorded beside NTR1 agonist, whose call it bears; cell count; measured here: cell count, cytotoxicity flag
Dengue-2 NS5 capping pilot replicate – second read-out of Dengue-2 NS5 capping, no call of its own (marks repeat the call); inhibition, %; measured here: pilot screen replicate inhibition
* = called active by the depositor; ? = inconclusive; nt = no result given; [ ] = remark or other dose.

SMILES	Siah-1 displacement	GPR55 antagonists	NTR1 agonist	NTR1 agonist cell count 20 µM	Dengue-2 NS5 capping	AID2073	UTI89 phage lysis	GPR55 activation	GPR35 arrestin U2OS	HIV fusion peptide	others
CCC(=O)N(CC(=O)Nc1sc(C)c(C)c1C(N)=O)C1CCCCC1	1%	9%	0.0	44	-9%	7%	0.0%	0.5%	1%	1.4%
Cc1ccc(CSCC2Nc3ccc(C(=O)N4CCN(c5cccc(C)c5)C(C)C4)cc3NC2=O)cc1 (stereo unspecified)	0%	-9%	0.7	55	nt	30%	nt	-0.2%	2%	22%
Cc1nc(SC(C(=O)c2ccccc2)c2ccccc2)n[nH]1 (stereo unspecified)	0%	10%	2.4	95	1%	-4%	-1.3%	-0.1%	2%	1.2%
CC(C)C(=O)NNc1ccc(C(F)(F)F)cn1	-4%	6%	-0.2	55	-8%	8%	-0.1%	-0.4%	-6%	-0.3%
Cc1cc(NC(=O)CC2(CC(=O)O)CCCC2)n(C)n1	9%	7%	-1.2	37	-2%	-8%	0.3%	-0.2%	3%	-1.0%
CN(C)CCCN(C(=O)c1cc(Cl)sc1Cl)c1nc2cc3c(cc2s1)OCO3	0%	9%	5.8	65	0%	46%	2.2%[50 µM]	nt	8%	-3.4%
COc1ccc(CC(=O)NNC(=S)NCC2CC2)cc1OC	4%	-2%	0.4	51	1%	-8%	0.0%	0.3%	-4%	0.7%
COc1ccc(Cc2nnc(NC(=O)c3ccccc3[N+](=O)[O-])s2)cc1	-1%	5%	-1.7	83	-4%	-3%	-0.1%	-0.1%	-10%	2.4%
Cc1nc(C)n(C(C)CNC(=O)c2ccccc2)n1 (stereo unspecified)	3%	-3%	-1.8	47	3%	26%	0.2%	-0.1%	-2%	3.2%	Dengue-2 NS5 capping pilot replicate=4.6
O=C(CSCc1c(F)cccc1Cl)NCc1ccncc1	4%	-3%	0.5	43	-5%	-11%	0.2%	-0.1%	?	0.1%
CC(=O)N1c2ccc(S(=O)(=O)N3CCCC(C(=O)NCc4ccc(Cl)cc4)C3)cc2CC1C (stereo unspecified)	3%	-2%	0.3	73	-3%	9%	1.0%	-0.2%	-10%	1.1%
COc1ccc(NC(=O)c2ccc(COCC(F)(F)C(F)F)cc2)cc1	-8%	-2%	-0.4	44	-4%	-8%	-5.9%	0.7%	4%	-2.3%
CCn1c(NC(=O)Nc2ccccc2OC)nc2ccccc21	2%	3%	-1.3	40	-1%	-16%	-0.4%	-0.4%	11%	-3.6%
Cc1cc(NC(=O)CSC2=NCCS2)no1	0%	-6%	1.6	89	-2%	-1%	0.3%	-0.1%	9%	0.7%
COc1ccc(CC(=O)N/N=C(\C)CC(=O)Nc2ccc3c(c2)OCCO3)cc1	-5%	-1%	-0.9	47	-6%	2%	-0.2%	-0.1%	0%	-2.0%
COc1nc(-c2ccccc2)ccc1-c1noc(C)n1	-1%	6%	0.7	76	-7%	2%	-0.3%	-0.2%	5%	0.2%
Cc1ccccc1NC(=O)c1cccc(S(C)(=O)=O)c1	2%	9%	-1.0	98	0%	8%	0.2%	-0.2%	-10%	0.6%
Nc1c(C(=O)NCc2ccccc2)c2nc3ccccc3nc2n1CCCN1CCOCC1	14%	20%	4.1	88	-13%	16%	-0.4%	0.1%	2%	3.3%
Cc1nc2ncccn2c1-c1csc(Nc2ccccc2)n1	-2%	-11%	11	30	0%	8%	-1.9%	0.2%	16%	-1.9%
CCOc1c2ccc(C(=O)NCc3ccc(C)cc3)cc2nn1CCOC	-2%	4%	-5.1	79	-7%	24%	-0.8%	-0.1%	11%	-2.5%
Cc1sc(NC(=O)CSc2nnnn2C2CCCCC2)c(C#N)c1C	1%	14%	0.3	83	-4%	-9%	0.0%	0.3%	22%	-0.6%
COc1cccc(/C=N/NC(=S)Nc2cccc(C(=O)O)c2)c1	-2%	-5%	-0.6	105	nt	-6%	0.3%	-0.5%	4%	1.3%
COc1ccc(C(CNC(=O)COc2ccccc2C#N)N2CCOCC2)cc1 (stereo unspecified)	5%	0%	0.3	35	1%	-3%	1.6%	-0.1%	14%	-2.4%
CC(C)c1ccc(C(=O)NCc2ccc(Cl)cc2)cc1	-3%	9%	-1.4	57	-8%	18%	6.6%	-0.2%	13%	-2.4%
CCOc1ccc(C(=O)NCC(=O)N2CCCC2)cc1	5%	7%	-1.7	49	-5%	2%	0.3%	-0.2%	10%	-1.2%
O=C(CSc1nnc(-c2ccc([N+](=O)[O-])cc2)o1)Nc1ccccn1	1%	-6%	-0.4	27	2%	42%	-1.5%	-0.1%	-2%	-1.4%
S=C(NCC1CCCO1)c1ccc(Br)cc1 (stereo unspecified)	6%	-6%	-0.3	78	-11%	-21%	0.2%	0.3%	7%	-1.7%
Cc1ccc(NS(=O)(=O)c2cccs2)c(C)c1	-2%	8%	-1.5	37	-10%	0%	0.0%	-0.1%	8%	1.3%
O=C(NCc1ccccc1)C1CC(=O)N(C2CCCCC2)C1 (stereo unspecified)	1%	19%	-0.8	65	2%	-2%	-0.1%[50 µM]	0.2%	-2%	-1.3%
CCOP(=O)(O)c1ccccc1OCCOCCOc1ccccc1P(=O)(O)OCC	2%	10%	0.7	45	-7%	-3%	0.1%	0.3%	5%	-0.5%
COc1ccc(CNC(=O)N2CCN(S(=O)(=O)c3ccc(C)cc3C)CC2)cc1	3%	-8%	-0.8	58	-12%	-7%	0.2%	-0.2%	-2%	0.3%
COc1ccccc1CNC(=O)Cc1cc(=O)[nH]c(=O)[nH]1	-5%	3%	-3.0	92	-3%	5%	-2.7%	0.2%	-7%	0.2%
COc1ccccc1C(=O)N1CCN(Cc2cccnc2)CC1	4%	1%	2.0	49	-4%	-2%	0.0%	-0.1%	4%	2.3%
CC(NC(=O)CCCc1nnc2n(C)c(=O)c3sccc3n12)c1ccccc1 (stereo unspecified)	-3%	-6%	1.8	61	-7%	10%	1.0%	0.2%	-17%	-0.8%
O=S(=O)(c1cccc(-c2nc3ccccc3s2)c1)N1CCCC1	4%	7%	1.5	57	-6%	6%	0.0%	-0.1%	2%	-2.4%
CCN(CC)S(=O)(=O)c1cc(NC(=O)Cc2ccsc2)ccc1C	0%	-1%	-0.4	61	-10%	0%	1.2%	0.3%	-1%	0.4%
COc1ccc(C(=O)NCc2nnc(SCC(=O)Nc3nc4ccc(C)cc4s3)o2)cc1OC	-6%	0%	-1.6	65	2%	9%	-3.5%	0.2%	nt	28%
CC(=O)Nc1ccccc1OCc1cnc(Cl)s1	4%	14%	-0.5	41	-6%	-1%	-0.1%	0.5%	7%	0.8%
COCCCNS(=O)(=O)c1ccc(S(=O)(=O)N2CCCC2)cc1	0%	-8%	-5.2	84	-6%	13%	2.6%	0.0%	1%	-0.1%
COc1ccc(C=O)cc1Cn1c(=O)n(CCC(=O)NCc2ccco2)c(=O)c2sccc21	3%	8%	-0.4	52	-2%	12%	0.1%	0.2%	-9%	5.2%
CN1C(=O)CSC1=Nc1cccc(Cl)c1	-4%	-4%	0.2	65	-6%	10%	0.4%	0.0%	-2%	-1.0%
Cc1ccc(CNC(=O)C2CCC(CNS(=O)(=O)c3cccc4cccnc34)CC2)cc1 (stereo unspecified)	-7%	-9%	0.0	53	-5%	12%	-2.6%	-0.2%	-8%	-1.3%
Cc1ccc(S(=O)(=O)NCCn2cnc([N+](=O)[O-])n2)cc1	-6%	2%	0.0	61	-2%	6%	0.5%	-0.2%	-7%	-1.0%
CC(C)C(=O)Nc1cccc(C(=O)Nc2ccc(S(=O)(=O)N3CCOCC3)cc2)c1	5%	-1%	-0.4	60	nt	10%	1.0%	-0.1%	6%	0.3%
CC(C)(C)n1ncc2c(=O)n(Cc3ccc(Cl)cc3Cl)cnc21	-1%	6%	15	36	-6%	-6%	0.7%	0.0%	3%	0.3%
CCc1nc(N)c(C#N)c(-c2ccc(OC)c(OC)c2)c1C	-3%	10%	0.1	87	-3%	9%	0.1%	0.2%	1%	-1.4%
Cc1ccc(NC(=O)c2ccnc(C(C)(C)C)c2)cc1	8%	6%	-1.2	90	-2%	15%	-1.4%	0.2%	0%	-1.2%
CCNc1nc(NC(N)=S)nc(NC(C)(C)C)n1	11%	3%	2.4	105	0%	-19%	-2.0%	-0.1%	17%	0.7%
O=C(COC(=O)/C=C/c1cn(-c2ccccc2)nc1-c1cccnc1)Nc1ccc(Cl)cc1Cl	8%	9%	3.9	67	0%	13%	0.6%[50 µM]	-0.2%	2%	-2.0%
CC1CCCCN1S(=O)(=O)c1ccc(S(=O)(=O)N(CC(=O)Nc2ccccc2)Cc2cccs2)cc1 (stereo unspecified)	-3%	11%	1.6	62	3%	3%	-0.4%	-0.1%	1%	3.1%
Continuation.
SMILES	Siah-1 displacement	GPR55 antagonists	NTR1 agonist	NTR1 agonist cell count 20 µM	Dengue-2 NS5 capping	AID2073	UTI89 phage lysis	GPR55 activation	GPR35 arrestin U2OS	HIV fusion peptide	others
O=C1c2ccccc2S(=O)(=O)N1Cc1c(F)cccc1Cl	-4%	-3%	1.0	47	1%	2%	0.2%	-0.2%	24%	-0.3%
Cc1occc1C(=O)Nc1ccccc1C(=O)O	2%	7%	1.7	42	-3%	7%	1.1%	-0.1%	-6%	0.6%
Cc1ccc2[nH]c(=O)c(CN(CCCN(C)C)C(=O)Nc3ccc(F)cc3)cc2c1	-1%	-2%	0.5	70	-8%	1%	0.0%	0.4%	-1%	0.2%
CC(=O)Nc1nc(Cn2nnc(-c3ccc4c(c3)OCO4)n2)nc(N(C)C)n1	-8%	8%	-0.1	53	1%	-6%	0.0%	0.1%	-3%	-1.1%
Cc1ccc(-n2c([S-])c(C(=O)Nc3ccc(OC(F)F)cc3)[n+]3ccc(C(=O)NCCO)cc23)cc1C	0%	-2%	2.2	42	4%	21%	0.0%	0.9%	-11%	0.5%
CN(c1ccccc1)S(=O)(=O)c1ccc(-c2ccccc2)cc1	0%	-1%	2.8	62	-9%	16%	-0.8%	-0.1%	12%	1.4%
